PTK2B oligo ant: blocks oligomerization of human Pyk2 in cells | Q14289 | Q293 cells, Pyk2 FERM NanoBiT luminescence; stronger effect = lower value | z-score (the deposit names both 25 µM and 10 µM) | actives 0.83% (n = 99,000) | AID 1347419;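 active = Z-score of -3 or lower, scaled per plate to the spread of control and sample wells; inactive = z-score above -3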;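 also: negative z-score means lost luminescence so less FERM oligomerization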
HUVEC inhibit: inhibitors of human endothelial cell proliferation. HUVEC proliferation, CellTiter-Glo luminescence, 72 h; stronger effect = lower value. viability, % at 10 µM (by protocol). actives 1.1% (n = 86,000);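 active = viability at or below 30%; inactive = viability above 30%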;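 also: 100% = median luminescence of DMSO-only cell control wells on each plate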
HUVEC tox TNFa: toxic to HUVEC cells under TNF alpha stimulation. HUVEC TNFalpha-stimulated, Hoechst cell count, imaging. cell count reduction, % at 2 µM. actives 0.17% (n = 93,000);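 active = cell count reduction exceeding the screen mean by over 5 SD, scaled to untreated wells per plate, cut at about 78% in these data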;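 also: cells counted after 24 h of TNF alpha exposure following the 1 h pretreatment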
H69AR inhibit: blocks growth of human H69AR lung tumor cells; H69AR lung tumor viability, ATP luminescence, 72 h; stronger effect = lower value; viability, % at 10 µM; actives 6% (n = 85,000);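 active = viability at or below 40%; inactive = viability above 40%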;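 also: multidrug resistant small cell line overexpressing MRP-1 efflux transporter; 100% = mean luminescence of untreated control wells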
cytoskel mod: cytoskeleton assembly modification; HUVEC TNFa F-actin phalloidin imaging, high content; inhibition, % at 2 µM; actives 0.18% (n = 91,000); AID 836;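 active = inhibition above the batch mean plus 3 SD and confirmed as a hit by visual image inspection, cut at about 30% in these data, passing the limit was not always enough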; also: strong numbers were not always called active
HUVEC tox IL1B: HUVEC cytotoxicity counter-screen, IL-1B stimulated; HUVEC cell count loss, Hoechst imaging; cell count reduction, % at 2 µM; actives 0.41% (n = 94,000);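 active = cell count reduction more than 3 SD above the screen-wide mean, cut at about 70% in these data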;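 also: normalized per plate to untreated control cells as the no-loss baseline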
Smad3 FoxH1 inh: Smad3 (human) transcription factor binding inhibition; P84022; TR-FRET Smad3/Dy647-FoxH1 peptide binding, europium anti-His; inhibition, % at 25 µM; actives 0.29% (n = 88,000); AID 630;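 active = compounds that reduce the energy-transfer binding signal between the protein and its labelled peptide by more than half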;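 also: 0% = Smad3 plus labelled peptide maximal FRET and 100% = peptide-only background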
Target sequence (P84022 whole entry, looked up): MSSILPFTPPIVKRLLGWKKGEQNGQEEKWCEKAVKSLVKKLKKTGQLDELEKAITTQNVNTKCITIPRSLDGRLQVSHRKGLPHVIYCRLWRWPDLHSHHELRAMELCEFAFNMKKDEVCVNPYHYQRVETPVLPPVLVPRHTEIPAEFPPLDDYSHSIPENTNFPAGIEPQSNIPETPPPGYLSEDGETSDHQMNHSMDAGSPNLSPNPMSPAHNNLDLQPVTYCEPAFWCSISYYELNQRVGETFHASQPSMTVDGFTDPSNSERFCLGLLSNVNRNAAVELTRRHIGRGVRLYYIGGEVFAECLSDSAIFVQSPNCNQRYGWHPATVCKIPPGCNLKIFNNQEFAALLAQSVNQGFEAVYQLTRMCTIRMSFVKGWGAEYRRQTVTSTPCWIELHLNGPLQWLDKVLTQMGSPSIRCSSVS
VCAM1 TNFa inh: reduces TNF alpha induced VCAM1 expression in HUVEC. inhibition, % at 2 µM. AID 802. HUVEC TNFa-induced VCAM-1 immunofluorescence, high-content imaging. actives 0.48% (n = 95,000);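 active = inhibition above the batch mean plus 3 SD, with images confirmed as a hit by eye, cut at about 37% in these data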;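 also: 0% = TNF-stimulated DMSO wells and 100% = unstimulated control wells; not every result past the cut was called active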
Lung fibro prol: blocks proliferation of human lung fibroblasts; actives 1.1% (n = 85,000); viability, % at 10 µM; LL 47 human lung fibroblast viability, ATP luminescence; stronger effect = lower value;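 active = viability at or below 50% in the single dose screen; inactive = viability above 50%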;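 also: compound exposure lasted 72 h before the ATP readout; 100% = median luminescence of untreated cell-only wells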
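Times – overnight cell rest, 72 h compound treatment at 37 °C · Test system – human lung fibroblast line LL 47, low passage · Amount – 1,150 cells in each well · Controls – cell-only wells, no compound · Doses – 0.1% DMSO in all compound wells · Measured by – CellTiter-Glo luminescence · Buffer or medium – IMEM plus 15% FBS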
An asterisk follows results filed as active; / = not tested or not shown; [ ] = another dose, or the depositor's remark. Only part of the results is shown, so the mix of outcomes need not match the whole.

SMILES	PTK2B oligo ant	HUVEC inhibit	HUVEC tox TNFa	H69AR inhibit	cytoskel mod	HUVEC tox IL1B	Smad3 FoxH1 inh	VCAM1 TNFa inh	Lung fibro prol
CC1Cc2ccccc2N1C(=O)CN1C(=O)C(=O)N(Cc2ccccc2)C1=O (stereo not drawn)	1.7	/	-6	/	0	15	/	2	/
COC(C(=O)Nc1ccc(F)c(F)c1)c1ccccc1 (stereo not drawn)	-0.41	88	-14	93	-21	/	0	-5	97
CCNc1nc(NC(C)(C)C)nc(SC(C(C)=O)C(C)=O)n1	-0.06	91	/	71	/	/	6	/	83
CCN(C(C)=O)c1cccc2ccccc12	-0.57	96	-2	93	-5	1	2	0	94
COc1ccc(NC2=NCC(=O)N2Cc2cccs2)cc1	0.68	94	8	93	-23	-2	-4	13	96
COc1ccc(-c2nc(CS(=O)CC(=O)NCc3ccc(Cl)cc3)c(C)o2)cc1 (stereo not drawn)	/	92	/	91	/	/	-22	/	92
CCC(c1nnnn1CCOC)N1CCN(Cc2ccccc2OC)CC1 (stereo not drawn)	0.48	95	-30	92	-53	3	6	24	96
Cn1c(SCC(=O)N2CCc3ccccc32)nnc1C1CC1	0.79	98	-38	82	4	16	20[fluorescence artefact?]	-3	103
CC1CCc2nc(NCCO)nc(C(F)(F)F)c2C1 (stereo not drawn)	-0.26	79	-2	105	-3	-29	-15	27	104
Cc1ccc(C(=O)N2CCN(c3ccc(Cl)cc3)CC2)cc1	1.3	116	-11	99	5	88*	-3	-4	95
CCOC(=O)N1CCN(C(=O)c2cccc(NC3=NC4CS(=O)(=O)CC4S3)c2)CC1 (stereo not drawn)	-0.32	/	-17	/	4	-36	/	16	/
CC1(C)COC(c2cccn2Cc2ccc(F)cc2Cl)=N1	-0.86	88	-12	93	-7	/	-6	24	95
CCOC(=O)C1=C(C)N=C2c3ccccc3C(=O)C2C1c1ccc(C)cc1 (stereo not drawn)	-1.4	/	10	/	-44	49	/	-7	/
CCOC(=O)C1CCN(C(=O)CN(c2cccc(C(F)(F)F)c2)S(C)(=O)=O)CC1	0.94	105	24	85	-23	16	-1	-7	107
Nn1c(SCC(=O)Nc2ccccc2F)nnc1-c1cccnc1	-0.45	102	-14	100	-15	-4	-19	2	106
O=C(COC(=O)C1CC1)Nc1ccc(Oc2ccccc2)cc1	-0.85	92	/	95	/	/	8	/	92
O=C(Nc1cccc(C(F)(F)F)c1)C12CC3CC(CC(C3)C1)C2	0.14	88	-10	79	-3	-17	0	37	98
COc1ccccc1NC(=O)Cc1coc2cc(C)ccc12	-0.5	/	-8	/	-5	4	/	17	/
Cc1[nH]n(C(N)=S)c(=O)c1N=Nc1ccc(S(=O)(=O)N2CCCC2)cc1	-1.4	91	-25	97	6	-24	7	-28	100
O=C(CNc1ccccc1)Nc1ccc(F)cc1	-0.73	91	/	97	4	-7	4	-18	95
Cc1occc1C(=O)NCc1ccccn1	-0.3	104	-2	102	-26	1	-7	27	96
Cc1[nH]n(-c2ccc([N+](=O)[O-])cc2)c(=O)c1C=NCCN1CCN(C(=O)c2ccccc2F)CC1	0.91	49	-8	39*	-12	0	3	-4	64
COc1cc(NC(=O)COc2cccc(OC)c2)cc(OC)c1	0.74	90	-18	47	9	22	-6	24	/
CCOC(=O)CNC(=O)c1cc(C)oc1C	/	97	18	100	-10	-4	2	2	110
CCCOc1ccccc1C1CC(=O)Nc2cc3c(cc21)OCO3 (stereo not drawn)	-2.6	40	36	26*	24	5	-4	35	52

Additional records:
SMILES	PTK2B oligo ant	HUVEC inhibit	HUVEC tox TNFa	H69AR inhibit	cytoskel mod	HUVEC tox IL1B	Smad3 FoxH1 inh	VCAM1 TNFa inh	Lung fibro prol
Cc1ccc2oc(-c3ccccc3)nc2c1	0.33	96	-11	97	-2	7	6	10	93
COCCNC(=O)C1CC(c2cccc(OC)c2)=NO1 (stereo not drawn)	1.1	99	12	92	-41	15	7	0	97
COc1ccc2cc(C#N)c(N3CCN(Cc4nnnn4CCC(C)C)CC3)nc2c1	0.05	86	5	83	1	-4	-4	-6	98
CCOc1cc(CN2CCN(c3cccc(C(F)(F)F)c3)CC2)ccc1O	-0.99	86	-17	85	/	-4	3	-4	100
COc1cc(OC)c(C2=NOC(C(=O)NCc3ccc4c(c3)OCO4)C2)cc1Cl (stereo not drawn)	-0.18	60	-5	22*	-1	-7	0	11	92
CC(C)OC(=O)CSc1nc2ccccc2s1	1.3	94	-1	90	-31	2	2	6	99
COc1ccc(-c2cc(=O)[nH][nH]2)cc1OC	0.72	115	-13	98	3	-6	7	13	116
CCCC(C)C(=O)Nc1nc(C)c(-c2csc(Nc3cc(Cl)ccc3C)n2)s1 (stereo not drawn)	/	/	-2	/	6	-12	/	0	/
O=C(NCc1ccccc1)N1CCN(c2ccc(Cl)c(Cl)c2)CC1	0.43	74	-13	92	-29	-17	11	4	/
O=C(Nc1cc(C(=O)N2CCOCC2)cc(C(=O)N2CCOCC2)c1)c1cc(F)c(F)cc1Cl	0.05	98	/	81	9	19	13	-17	93
CCOC(=O)c1c(NC(=O)CSc2nnc(CNc3ccc(OC)cc3)n2C)sc(C)c1C	0.43	81	-4	100	-4	3	12	-16	96
Cn1cccc1Cc1nnc(SCC(=O)Nc2ccccc2F)n1-c1ccc(F)cc1	/	92	-13	93	-20	-1	5	11	104
O=C(Nc1ccccc1OC(F)F)c1ccc(F)cc1	0.29	100	2	96	10	-16	1	-7	99
CCOC(=O)N1CCN(C(c2cccnc2)c2ccc3cccnc3c2O)CC1 (stereo not drawn)	-0.43	90	1	35*	4	6	-7	10	88
CCCc1nc2oc3c(OCC)ncnc3c2c2c1COC(C)(C)C2	0.11	111	-11	91	-2	-60	0	1	100
COCCn1c(SCC(=O)Nc2nnc(C)s2)nnc1-c1ccncc1	-0.24	92	-26	89	8	-6	2	-9	104
O=C(COc1ccccc1Br)NCc1ccccn1	0.07	103	-19	102	/	-9	7	-4	108
CN1CCc2c(sc3c2c(=O)n(-c2cccc(Cl)c2)c2nncn32)C1	1.2	105	-17	92	2	-21	11	37	102
C=CCOc1c2ccc(C(=O)NC3CCCc4ccccc43)cc2nn1C (stereo not drawn)	/	/	14	/	-10	-26	/	-1	/
CC1Cc2ccccc2N1C(=O)COC(=O)Cn1nnc(-c2ccccc2)n1 (stereo not drawn)	0.51	98	-14	22*	-8	-8	12[fluorescence artefact?]	-1	101
Cc1ccc(-c2onc3ccc(C=O)cc23)cc1	-0.48	57	-4	33*	5	-18	-6	10	91
Nc1ncnc2c1ncn2CCOc1ccccc1	1.3	98	-2	80	3	-22	4[fluorescence artefact?]	2	93
O=C(CSc1nc(-c2ccco2)cc(C(F)(F)F)n1)NCC1CCCO1 (stereo not drawn)	0.22	95	-23	104	1	-37	12	-2	95
O=C(CSc1nnnn1-c1ccc2c(c1)CCC2)NCc1cccs1	-1	80	-8	85	-3	12	-1	-2	93
O=C(C1CC1)N1CCc2cc(S(=O)(=O)NCCC3=CCCCC3)ccc21	1.1	102	-14	84	7	11	7	-11	101

Carrying on.
SMILES	PTK2B oligo ant	HUVEC inhibit	HUVEC tox TNFa	H69AR inhibit	cytoskel mod	HUVEC tox IL1B	Smad3 FoxH1 inh	VCAM1 TNFa inh	Lung fibro prol
CC1CCCCN1CCNC(=O)c1cc2c(=O)n(C)c3ccccc3c2n1C (stereo not drawn)	/	84	-21	85	-4	9	3	27	91
O=c1c2ccccc2nc2c3ccccc3c3nncn3n12	-0.83	65	-30	64	13	-1	6[fluorescence artefact?]	0	76
CC1Cc2cc(C(=O)O)ccc2O1 (stereo not drawn)	1.2	94	10	104	-29	-6	-6	23	101
C#CCOC(=O)c1ccccc1C(=O)n1nnc2ccccc21	0.86	89	-18	38*	-3	-8	1	6	97
CC(C)OC(=O)CN1C(=O)C(C)(C)Oc2ccc(C(=O)NC(C)(C)C)cc21	-0.56	102	-7	50	-3	7	7	-6	99
O=C(Nc1ccccc1)OCc1ccccn1	0.92	94	-56	111	-17	-6	-7	10	/
COc1ccc(-n2[nH]c(C)cc2=O)cc1	0.12	88	-6	92	-38	13	13	15	85
O=C(c1cc(-c2cccs2)nc2ccccc12)N1CCN(S(=O)(=O)c2ccccc2)CC1	-0.47	78	-16	94	20	-14	-4	5	103
CCOC(=O)c1cc(-c2ccc3c(c2)OCCO3)nc2c1c(C)nn2CCC#N	-2.9	76	-6	53	5	-17	-2	-8	100
O=C(NC1CCCCC1)c1cc([N+](=O)[O-])ccc1N1CCCCC1	-1.4	/	-4	/	4	-37	/	-2	/
Cc1ccc2c(c1)NC(=O)C(CC(=O)NCCCN1CCN(C3CCCCC3)CC1)O2 (stereo not drawn)	/	83	/	79	/	/	1	/	93
CC(Sc1nc(-c2ccccc2)cc(C(F)(F)F)n1)C(=O)NCCN1CCOCC1 (stereo not drawn)	0.34	94	-20	65	12	-70	-7	11	106
CCOc1ccc(-c2cc(CCCC(=O)Nc3cccc(OC)c3)no2)cc1	/	68	/	23*	/	/	-8[fluorescence artefact?]	/	55
COc1ccc(CCNC(=O)Cn2c(-c3nonc3N)nc3ccccc32)cc1OC	-1.2	88	-36	62	-17	-30	-2	-5	108
Cc1cccc(N2CCN(C(=O)c3cc4ccccc4oc3=O)CC2)c1C	/	99	-5	99	0	-12	3	5	102
Cn1c2ccccc2c2c(C(=O)N3CCN(C(=O)c4ccco4)CC3)cn(C3CCCCC3)c(=O)c21	-0.21	64	-13	41	/	3	-1	12	69
COc1cc(C2=NOC(C(=O)N3CCOCC3)C2)cc(OC)c1OC (stereo not drawn)	0.45	97	8	87	16	-9	0	6	106
O=C(Nc1cccc2ncccc12)c1ccc(-c2ccc(Br)cc2)o1	-0.27	/	/	/	3	24	/	-24	/
O=C(c1ccc(F)cc1)C1CCN(C(=O)c2ccncc2)CC1	1.5	93	-21	94	-40	-31	-7	6	104
Cc1ccc(-c2csc3nc(=O)c(C)nn23)cc1	/	89	/	81	/	/	15	/	98
c1ccc(-c2nc(-c3ccccn3)no2)cc1	-0.15	55	14	42	-25	-23	-6	13	56
Nc1c(C(=O)NCc2ccccc2)nnn1Cc1ccc(F)cc1	/	88	/	95	/	/	3	/	94
O=C(Nc1ccccn1)C1CCN(S(=O)(=O)c2cccc3nonc23)CC1	0.44	106	-24	95	13	-5	1	-6	111
Cc1cc(C)nc(NC2=NC3CCCCC3N2)n1 (stereo not drawn)	0.13	93	-26	81	-11	-36	-1	27	85
CC(OC(=O)c1ccccc1NCc1ccco1)C(=O)Nc1ncc(Cl)cc1Cl (stereo not drawn)	0.94	92	/	82	/	/	-1	/	95
CCN(C1CCCCC1)S(=O)(=O)c1ccc(OC)c(C)c1	-1.2	97	-19	108	6	14	-1	-9	95

Entries of single compounds, quoted from the list.
CCOc1ccc(-c2cc(CCCC(=O)Nc3cccc(OC)c3)no2)cc1 as listed: PTK2B oligo ant: /; HUVEC inhibit: 68; HUVEC tox TNFa: /; H69AR inhibit: 23*; cytoskel mod: /; HUVEC tox IL1B: /; Smad3 FoxH1 inh: -8[fluorescence artefact?]; VCAM1 TNFa inh: /; Lung fibro prol: 55
Cc1cc(C)nc(NC2=NC3CCCCC3N2)n1 (stereo not drawn) as listed: PTK2B oligo ant: 0.13; HUVEC inhibit: 93; HUVEC tox TNFa: -26; H69AR inhibit: 81; cytoskel mod: -11; HUVEC tox IL1B: -36; Smad3 FoxH1 inh: -1; VCAM1 TNFa inh: 27; Lung fibro prol: 85
O=C(Nc1ccccc1)OCc1ccccn1 as listed: PTK2B oligo ant: 0.92; HUVEC inhibit: 94; HUVEC tox TNFa: -56; H69AR inhibit: 111; cytoskel mod: -17; HUVEC tox IL1B: -6; Smad3 FoxH1 inh: -7; VCAM1 TNFa inh: 10; Lung fibro prol: /
